# STAT3 act: increases IL-6 driven STAT3 reporter signal | U3A cells, IL-6 STAT3-luciferase reporter, luminescence; 100% = signal with IL-6 EC80 alone | activation (% of control), % at 5.6 µM | 0.91% of 190,000 active | AID 871;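 active = activation above the screen-wide mean of compound activation plus 3 SD, cut at about 130% in these data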;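 also: 0% = background luminescence of wells with medium and substrate only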
#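 Material: STAT3-luciferase reporter U3A cells; Probe or stimulus: IL-6 (33 ng/mL); Incubation: compound pre-incubation 1 h before IL-6, then 6 h stimulation at 37 °C; Technique: luminescence from STAT3-driven luciferase reporter; Evaluation: % activation versus median of IL-6-stimulated wells; Controls: IL-6-only high control.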
# Diaph act CS: activates diaphorase or chemically reduces, flagging diaphorase assay artifacts; Diaphorase/resazurin coupled assay, resorufin fluorescence, 16 min; active compounds read high; 1 = vehicle wells, 0 = NADH-free wells; activation factor at 20 µM; 0.005% of 190,000 active; AID 1229;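 active = diaphorase activity raised at least twofold by the compound at 20 µM; inactive = activation factor below 2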
#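 System – purified diaphorase enzyme from Clostridium kluyveri · Input – enzyme 0.07 U/mL final · Also added – final NADH 0.114 mM, resazurin 0.1 mM · Measured by – fluorescence of resorufin, 544 nm excitation, 590 nm emission · Timing – 16 min enzyme reaction, ambient temperature · Measure – resorufin increase flagging diaphorase activators or reducers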
# G6PDH counter: inhibits Leuconostoc G6PDH, flagging false hits in G6PDH-based assays; Purified L. mesenteroides G6PDH, diaphorase/resazurin coupled fluorescence, 45 min; AID 1020; inhibition, % at 5 µM; 0.12% of 200,000 active; in the data active = inhibition above about 50%
# Hsp70 activator: switches on Hsp70 transcription; 0.04% of 200,000 active; activation, % at 10 µM; HeLa Hsp70 promoter luciferase reporter, luminescence; scaled: vehicle 0, proteasome-inhibitor control 100%;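 active = activation above the mean across all tested compounds plus 3 SD, cutoff set per campaign, cut at about 5.5% in these data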;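 also: 100% = MG132 at 30 µM as the positive control and 0% = DMSO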
# STAT3 blocker: STAT3 signaling inhibition; U3A cells, IL-6 STAT3-luciferase reporter, luminescence; host cell line lacks STAT1; inhibition, % at 5.5 µM; 0.89% of 190,000 active; AID 862;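 active = inhibition above the mean inhibition across all screened compounds plus 3 SD, cut at about 44% in these data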;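 also: 0% = DMSO only wells and 100% = 100 µM nifuroxazide control wells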
# APP transl inh: APP translation inhibition; 0.82% of 190,000 active; SH-SY5Y APP 5'UTR-luciferase reporter, luminescence; inhibition, % at 2 µM; AID 1285;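 active = inhibition above a set limit, derived from the sample mean plus 3 SD, cut at about 45% in these data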; also: values of inactives mirror those of a sister screen read the other way
# Diaphorase inh: inhibits diaphorase or chemically oxidizes, flagging diaphorase assay artifacts; diaphorase resazurin-to-resorufin fluorescence, NADH, 16 min; bacterial (C. kluyveri) enzyme, not human; inhibition, % at 20 µM; 0.69% of 190,000 active; AID 1217;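 active = primary screen inhibition at 20 µM above a set limit, cut at about 50% in these data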;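 also: plate controls were DMSO with full reaction for no effect and wells lacking NADH for full effect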
#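 Assay system – diaphorase enzyme from Clostridium kluyveri · Amount – diaphorase 0.14 U/mL (working solution) · Times – reaction incubation of 16 min at room temperature · Controls – No-NADH positive control and DMSO neutral control · Signal – resorufin fluorescence 544/590 nm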
# STAT1 act: STAT1 signaling activation; NIH 3T3 STAT1-luciferase reporter, IFN-gamma, luminescence; 100% = IFN-gamma alone, no compound; activation (% of control), % at 5.5 µM; 2.6% of 200,000 active;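 active = activation above the screen-wide mean activation plus 3 SD, cut at about 130% in these data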;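 also: raw ratio to IFN-gamma control signal so 100% means no change and 0% no light; values of inactives mirror those of a sister screen read the other way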
# TLR4-MyD88 BLA: TLR4-MyD88 interaction inhibition in cells. inhibition, % at 8.4 µM. 0.18% of 200,000 active. HeLa CL3-4 TLR4/MyD88 BLA complementation, FRET ratio; in the data active = inhibition above about 25%;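 also: 0% = vehicle and 100% = reference inhibitor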
# Target sequence (O00206 whole entry, looked up): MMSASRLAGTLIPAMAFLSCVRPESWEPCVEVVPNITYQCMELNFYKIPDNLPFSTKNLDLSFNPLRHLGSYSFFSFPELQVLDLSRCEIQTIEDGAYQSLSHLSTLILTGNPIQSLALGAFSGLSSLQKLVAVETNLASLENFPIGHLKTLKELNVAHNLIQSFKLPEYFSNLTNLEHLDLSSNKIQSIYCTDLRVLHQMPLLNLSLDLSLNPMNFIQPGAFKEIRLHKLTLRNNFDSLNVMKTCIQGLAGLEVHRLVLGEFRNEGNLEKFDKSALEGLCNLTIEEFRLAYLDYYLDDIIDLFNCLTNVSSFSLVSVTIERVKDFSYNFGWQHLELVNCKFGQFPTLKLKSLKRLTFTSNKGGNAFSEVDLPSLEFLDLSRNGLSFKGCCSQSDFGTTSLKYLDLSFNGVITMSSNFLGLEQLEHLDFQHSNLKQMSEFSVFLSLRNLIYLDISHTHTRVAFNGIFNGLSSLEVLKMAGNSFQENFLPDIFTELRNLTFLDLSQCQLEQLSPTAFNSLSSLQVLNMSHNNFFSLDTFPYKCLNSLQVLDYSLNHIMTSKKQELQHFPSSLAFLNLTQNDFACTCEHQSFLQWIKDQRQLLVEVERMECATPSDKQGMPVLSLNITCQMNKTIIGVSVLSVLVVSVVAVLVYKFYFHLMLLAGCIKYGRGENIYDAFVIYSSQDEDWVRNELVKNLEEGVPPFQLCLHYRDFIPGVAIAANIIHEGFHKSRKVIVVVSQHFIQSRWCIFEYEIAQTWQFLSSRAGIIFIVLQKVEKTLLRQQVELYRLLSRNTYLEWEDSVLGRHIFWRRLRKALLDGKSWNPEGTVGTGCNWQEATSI
# Target sequence (Q99836 whole entry, looked up): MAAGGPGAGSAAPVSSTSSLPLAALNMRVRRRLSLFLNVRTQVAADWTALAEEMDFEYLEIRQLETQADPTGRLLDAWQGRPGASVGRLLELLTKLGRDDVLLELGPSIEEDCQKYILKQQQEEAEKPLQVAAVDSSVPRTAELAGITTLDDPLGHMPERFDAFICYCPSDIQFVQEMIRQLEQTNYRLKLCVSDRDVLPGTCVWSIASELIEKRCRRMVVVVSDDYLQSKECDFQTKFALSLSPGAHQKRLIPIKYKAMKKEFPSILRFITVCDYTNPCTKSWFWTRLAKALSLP
# STAT1 inh: STAT1 signaling inhibition; NIH 3T3 STAT1-luciferase reporter, IFN-gamma, luminescence; inhibition, % at 5.5 µM; AID 920; 0.35% of 200,000 active;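 active = inhibition above a set limit, the mean inhibition across all tested compounds plus 3 SD, cut at about 34% in these data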;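 also: 0% = IFN-gamma with DMSO and 100% = IFN-gamma with 300 µM nifuroxazide; values of inactives mirror those of a sister screen read the other way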
# Active calls of the source: *; x = not tested or not shown.
SMILES,STAT3 act,Diaph act CS,G6PDH counter,Hsp70 activator,STAT3 blocker,APP transl inh,Diaphorase inh,STAT1 act,TLR4-MyD88 BLA,STAT1 inh
Cc1nc2nc3c(c(=O)n2[nH]1)CCCC3,109,0.9,0,-0.5,-6,3,10,95,3,6
CN(C)CCn1c(C(=O)Nc2ccccc2)cc2ccccc21,91,0.9,2,-0.2,17,5,12,95,4,5
Cc1csc(NC(=O)C2CCN(S(=O)(=O)c3cccs3)CC2)n1,95,1,-2,-0.2,13,0,4,98,-4,1
O=C(Nn1cnnc1)c1cc2cc(Br)ccc2oc1=O,98,0.8,0,-0.4,7,0,15,100,-15,-1
O=S(=O)(c1ccc2c(c1)OCCO2)N(Cc1ccc(F)cc1)Cc1nnc(-c2cccs2)o1,98,0.8,2,-0.2,5,10,15,97,-5,3
O=S(CC1CC1(Cl)Cl)CC1CC1(Cl)Cl (configuration not stated),92,0.9,8,-0.3,10,-4,10,93,5,8
O=C(CC(c1ccccc1)c1ccccc1O)NCc1ccco1 (configuration not stated),102,0.9,1,0.0,7,-3,15,96,9,3
Cc1nc([N+](=O)[O-])c(C(=O)OCc2ccccc2Br)n1C,103,1.1,8,0.1,1,-7,-6,103,6,-5
O=c1[nH]sc2ccccc12,102,1.1,2,-0.1,4,12,-12,81,x,20
O=C(Cc1ccccc1)NNC(=O)C1CCCC1,107,0.9,-3,-0.1,0,-13,7,103,8,-3
Cc1csc(NC(=O)c2ccc(Cl)cc2[N+](=O)[O-])n1,99,0.9,5,0.3,3,-63,12,125,21,-28
CCOC(=O)c1c(NC(=O)CC)sc(C(=O)N2CCCCC2)c1C,109,0.8,4,-0.5,-5,17,17,101,-14,-1
CCOC(=O)N1[C@@H]2C=C(C)[C@@H]2[C@@H]2[C@@H](C)C(=O)N21,88,0.9,9,-0.3,14,-16,12,94,-8,7
COC(=O)C1=C(N)Oc2cc(C)n(Cc3cccnc3)c(=O)c2C1c1cc(OC)ccc1OC (configuration not stated),98,0.9,-2,0.2,4,-9,11,91,-10,10
CCOC(=O)N1CCC(N2CCCC(C(=O)c3ccccc3OC)C2)CC1 (configuration not stated),99,1,8,-0.2,7,-7,4,105,-21,-8
[O-]c1c[n+](-c2ccc(-[n+]3cc([O-])on3)cc2)no1,97,0.9,12,-0.2,6,-26,11,101,-2,-1
CN1C(=O)CC(N2CCN(C(c3ccccc3)c3ccccc3)CC2)C1=O (configuration not stated),99,0.8,3,0.2,4,-26,20,98,3,3
COc1ccc(C(=O)Nc2ccc(S(=O)(=O)Nc3nccnc3OC)cc2)cc1OC,97,0.8,9,-0.1,4,-5,25,98,10,2
Cc1cc(C)c(S(=O)(=O)c2ccccc2C)c(Cl)n1,92,0.9,8,-0.2,15,-1,5,102,-5,-3
CCOCc1cc(C)[nH]c(=O)c1C#N,99,1,1,-0.2,4,1,-4,105,-1,-6
O=C(NC(=S)NC(c1ccccc1)c1ccncc1)c1ccccc1 (configuration not stated),85,0.8,8,-0.4,20,2,23,44,-24,62*
Nc1ccc(-c2cc(-c3ccc(N)cc3)nc(-c3ccccc3)n2)cc1,91,1,-3,-0.4,13,4,-4,102,-11,-2
Cc1cccc(NC(=O)CSc2nnc(CNC(=O)c3cccs3)o2)c1C,106,1,5,-0.3,-1,7,3,99,6,1
CC12CCCCC1c1ccccc1C(=NCC(=O)O)N2 (configuration not stated),95,0.9,4,0.3,9,3,11,110,5,-11
Cc1ccc(/C=C2\SC(=S)N(CCC(=O)NNC(=O)c3cccnc3)C2=O)cc1,98,1.1,-27,-0.3,2,-11,-11,112,7,-13
# (list continues)
SMILES,STAT3 act,Diaph act CS,G6PDH counter,Hsp70 activator,STAT3 blocker,APP transl inh,Diaphorase inh,STAT1 act,TLR4-MyD88 BLA,STAT1 inh
Cc1cc(NC(=O)CSc2ncnc3sc(C)c(C)c23)no1,85,0.9,-2,0.1,21,-14,8,102,-11,-4
O=C(CSc1ccsc1[N+](=O)[O-])N1CCCCC1,101,0.9,6,-0.2,0,7,7,95,-5,5
COc1cc(C)c(C(C)C)cc1S(=O)(=O)NCCCn1ccnc1,93,0.9,4,-0.4,11,10,14,100,-15,0
Cn1nc(C(=O)NC2=NCCS2)ccc1=O,97,1,1,-0.2,7,-12,2,96,-3,4
CCCCc1nc2ccccc2c(N)c1CCC (tested in a mixture with another compound),94,0.9,20,-0.5,8,-7,7,93,-8,8
CSc1nc(Cl)c(Cc2ccc(OC(C)C)cc2)c(N(C)C)n1,98,0.9,-19,-0.5,-3,-2,11,101,-1,-1
O=C(NCc1ccco1)c1cccc(S(=O)(=O)N2CCOCC2)c1,115,1.1,7,-0.2,-10,-12,-8,98,11,2
Cc1ccc(S(=O)(=O)N2CCOCC2)cc1C(=O)NCCCn1ccnc1,101,1,-2,-0.1,-4,-14,4,99,7,1
Cc1cc(C)c(S(=O)(=O)N2CCC(C(N)=O)CC2)cc1C,98,0.9,3,-0.3,3,5,14,96,-5,2
COc1cccc(-c2nnn(C/C(N)=N/O)n2)c1,108,1,3,-0.2,-11,-5,2,114,-21,-16
CCOC(=O)c1c(N)n(CCOC(=O)c2cccs2)c2nc3ccccc3nc12,90,0.8,11,-0.1,14,5,16,97,5,4
Cc1cc(C)nc(SCc2nnc(SCC(=O)Nc3nccs3)n2Cc2ccco2)n1,107,0.8,-2,0.0,-2,-22,23,103,10,-3
COc1ccc(Nc2ccc3c(c2)=NC2(CCCCC2)[N+]=3[O-])cc1,99,0.3,56*,0.1,4,49*,73*,121,-6,-23
CC(OC(=O)Cn1c(C(F)(F)F)nc2ccccc21)C(=O)N1CCCc2ccccc21 (configuration not stated),97,0.9,1,0.5,8,-17,8,96,6,4
Cc1cccn2c(=O)c(/C=C(\C#N)C(=O)NCc3ccco3)c(N3CCCCC3)nc12,96,0.7,-3,-0.4,5,-7,26,94,2,7
CCC1(CC)NC(=O)N(CC(=O)OCC(=O)NC(=O)c2ccc(Cl)cc2)C1=O,95,1,6,-0.3,11,17,-3,104,15,-3
Fc1ccc(-c2nnc(CSc3nnc(-c4cccs4)o3)o2)cc1,100,0.8,2,-0.4,1,1,19,96,-9,4
COc1ccc(NC2CC(=O)N(c3cccc([N+](=O)[O-])c3)C2=O)cc1 (configuration not stated),95,0.8,-3,-0.1,14,15,18,104,4,-6
Cc1c(C(=O)O)sc2nc(SCC(=O)Nc3ccc(S(=O)(=O)NC(C)(C)C)cc3)[nH]c(=O)c12,93,1,5,-0.3,9,-15,-4,98,-2,1
O=C(NCc1ccccc1Cl)c1ccc(Cn2cc(C(F)(F)F)ccc2=O)cc1,105,0.8,5,-0.5,5,-4,18,103,-5,-3
N#Cc1ccccc1NC(=O)c1ccccc1OCC(=O)NCc1ccco1,107,0.8,13,-0.1,-5,-11,16,91,2,8
CC(=O)OC(C(=O)n1nc(C)cc1C)c1ccccc1 (configuration not stated),102,0.9,2,-0.1,1,1,13,94,-6,6
CCc1cc(C(=O)Cc2nc3ccccc3[nH]2)c(O)cc1O,94,0.9,-3,-0.1,14,-37,10,104,7,-5
CC(C)S(=O)(=O)C1=NSC2=NC(=O)/C(=C\c3ccc(-c4ccccc4)o3)C(=N)N21,90,0.8,-5,0.1,9,-11,24,99,-2,2
CCOC(=O)c1cccc(NC(=O)/C=C/c2ccc3c(c2)OCO3)c1,83,0.8,-19,-0.3,19,14,18,94,8,9

# Ordered by heavy-atom count (low to high): 5 of the compounds above
SMILES,STAT3 act,Diaph act CS,G6PDH counter,Hsp70 activator,STAT3 blocker,APP transl inh,Diaphorase inh,STAT1 act,TLR4-MyD88 BLA,STAT1 inh
O=C(CSc1ccsc1[N+](=O)[O-])N1CCCCC1,101,0.9,6,-0.2,0,7,7,95,-5,5
Cc1cc(NC(=O)CSc2ncnc3sc(C)c(C)c23)no1,85,0.9,-2,0.1,21,-14,8,102,-11,-4
Cc1csc(NC(=O)C2CCN(S(=O)(=O)c3cccs3)CC2)n1,95,1,-2,-0.2,13,0,4,98,-4,1
Nc1ccc(-c2cc(-c3ccc(N)cc3)nc(-c3ccccc3)n2)cc1,91,1,-3,-0.4,13,4,-4,102,-11,-2
CCC1(CC)NC(=O)N(CC(=O)OCC(=O)NC(=O)c2ccc(Cl)cc2)C1=O,95,1,6,-0.3,11,17,-3,104,15,-3

# (continued)
SMILES,STAT3 act,Diaph act CS,G6PDH counter,Hsp70 activator,STAT3 blocker,APP transl inh,Diaphorase inh,STAT1 act,TLR4-MyD88 BLA,STAT1 inh
CC(C)n1c(C(=O)OCC(=O)NCc2ccc3c(c2)OCO3)cc2sccc21,107,0.9,3,-0.3,0,-10,6,101,5,-2
CCOC(=O)c1c(NC(=O)CN2C(=O)NC(C)(c3ccccc3)C2=O)sc(C)c1C (configuration not stated),103,0.8,21,-0.1,-6,18,17,99,-16,1
O=S(=O)(NC1CC1)c1ccc(S(=O)(=O)N2CCc3ccccc32)cc1,88,0.8,1,-0.1,24,-2,20,93,-4,8
CCN1/C(=C/C(C)=C/c2sc3ccccc3[n+]2CC)Sc2ccccc21,21,1,-1,0.3,96*,67*,-4,57,5,45*
NC(N)=N/N=C/c1ccc(Br)cc1,92,1,-3,-0.2,15,28,4,104,0,-4
Cc1cccc(OCC(O)CN2CCN(CCN3C(=O)c4cccc5cccc(c45)C3=O)CC2)c1C (configuration not stated),80,1,-2,-0.2,30,-17,2,102,-14,-2
COC(=O)c1ccc(N)c(N=CC2=C(O)CC(C)(C)CC2=O)c1,106,0.8,3,-0.2,-4,-131,20,108,0,-9
COCCn1c(CN2CCN(c3ccc(F)cc3)CC2)nc2c1c(=O)n(C)c(=O)n2C,x,0.8,10,-0.4,x,-13,19,79,-11,22
CCc1nnc(NC(=O)C2Cc3ccccc3C(=O)O2)s1 (configuration not stated),94,0.9,7,-0.1,15,12,8,100,-3,0
CC(=O)OCC(=O)Nc1ccc(Br)c(C)c1,103,1.1,5,0.1,-1,4,-9,101,2,-1
CCC12CN3CC(CC)(CN(C1)C3c1c(O)ccc3ccccc13)C2=O (configuration not stated),108,0.8,6,0.2,-6,-6,25,100,-2,0
CCc1ccc(NC(=S)N(CCCN2CCOCC2)Cc2ccccn2)cc1,100,1.1,16,-0.1,-3,-15,-10,97,-2,3
Cc1ncc(CN2CCC(CO)(Cc3ccccc3)CC2)s1,96,1.1,10,-0.1,10,-6,-9,102,-2,-4
O=C1SCC(c2ccccc2)=NN1Cc1ccccc1,97,0.8,1,-0.2,6,14,20,93,-6,8
O=C(Oc1ccc(-c2nnco2)cc1)N(c1ccccc1)c1ccccc1,92,0.9,-14,-0.4,15,-25,13,98,-5,2
O=C(CSc1nc2ccc(Cl)cc2[nH]1)c1ccc2c(c1)OCO2,87,0.9,-6,-0.3,19,8,13,96,-21,5
CCOC(=O)c1cnc(N2CCOCC2)[nH]c1=O,102,0.9,2,0.0,2,4,13,95,6,5
